Screens from PubChem.
SIAE inh = inhibitors of human sialic acid acetylesterase SIAE. hit rate 0.69% among 370,000. AID 1053197. SIAE FP-Rh probe binding, fluorescence polarization. inhibition, % at 9.66 µM;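 active = inhibition above a cutoff: mean of compounds within the control limits plus 3 SD of those, cut at about 17% in these data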;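 note: 0% = plate median of compound wells and 100% = probe without SIAE protein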
DDE Tn7 FP inh = disrupts Tn7 cyclic peptide binding to fibrin D-Dimer-E complex | AID 720508 | hit rate 0.13% among 370,000 | FP displacement of FITC-Tn7 peptide from fibrin DD(E); 0% = median of compound wells per plate | P02675 | inhibition, % at 8.3 µM;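 active = inhibition above the mean of compounds falling within the control limits plus 3 SD of them, cut at about 14% in these data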;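 note: 0% = plate median of compound wells and 100% = 10 µM Aha-Tn7 peptide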
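system = human fibrin DD(E) protein | quantity = DD(E) 2 µM final | medium = Tris/NaCl/CaCl2 buffer, pH 7.8 | also added = labelled Tn7 tracer, 0.1 µM | compound dosing = single point at 8.3 µM | timing = compound with protein 10 min, then 3 h after probe, room temperature | signal = FP measurement | benchmarks = Aha-Tn7 high control | repeats = one replicate per compound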
TDP2 absorb = TDP2 (human) inhibition, absorbance primary screen; O95551; recombinant TDP2, T5PNP hydrolysis, p-nitrophenol absorbance 415 nm; inhibition, % at 12.8 µM; hit rate 0.34% among 370,000;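 active = inhibition above the mean of all tested compounds plus 3 SD, set per campaign, cut at about 25% in these data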;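 note: 0% = DMSO with enzyme and 100% = buffer with substrate but no TDP2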
Target sequence (O95551 whole entry, looked up): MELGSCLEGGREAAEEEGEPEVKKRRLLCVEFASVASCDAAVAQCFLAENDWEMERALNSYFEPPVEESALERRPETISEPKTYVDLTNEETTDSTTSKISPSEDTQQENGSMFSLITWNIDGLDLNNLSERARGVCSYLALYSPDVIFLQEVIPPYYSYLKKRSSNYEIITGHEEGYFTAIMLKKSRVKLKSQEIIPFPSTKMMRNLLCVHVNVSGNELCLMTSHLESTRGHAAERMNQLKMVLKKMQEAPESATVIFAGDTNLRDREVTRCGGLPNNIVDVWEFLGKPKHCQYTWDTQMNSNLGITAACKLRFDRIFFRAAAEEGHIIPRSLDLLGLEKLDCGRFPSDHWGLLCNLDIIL
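Assay system: Recombinant human TDP2 | Quantity: 120 nM TDP2 per well | Incubation: 2 h at 37 °C | Signal: Epi absorbance | Evaluation: Percent inhibition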
DDE Tn6 FP inh = disrupts Tn6 cyclic peptide binding to fibrin D-Dimer-E complex; Fibrin DD(E) TRITC-Tn6 fluorescence polarization displacement; inhibition, % at 8.3 µM; hit rate 0.21% among 370,000; AID 720509;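 active = inhibition above a per-campaign cutoff: mean of compounds within control limits plus 3 SD, cut at about 15% in these data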;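 note: 0% = median of all compound wells on the plate and 100% = blocking peptide control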
PRMT1 inh = blocks human protein arginine methyltransferase 1. AID 652257. hit rate 1.3% among 370,000. Q99873. recombinant PRMT1, activity-based probe fluorescence polarization. inhibition, % at 2.79 µM;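 active = inhibition above about 21% made by adding two undisclosed values, limit read from the data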
Target sequence (Q99873 whole entry, looked up): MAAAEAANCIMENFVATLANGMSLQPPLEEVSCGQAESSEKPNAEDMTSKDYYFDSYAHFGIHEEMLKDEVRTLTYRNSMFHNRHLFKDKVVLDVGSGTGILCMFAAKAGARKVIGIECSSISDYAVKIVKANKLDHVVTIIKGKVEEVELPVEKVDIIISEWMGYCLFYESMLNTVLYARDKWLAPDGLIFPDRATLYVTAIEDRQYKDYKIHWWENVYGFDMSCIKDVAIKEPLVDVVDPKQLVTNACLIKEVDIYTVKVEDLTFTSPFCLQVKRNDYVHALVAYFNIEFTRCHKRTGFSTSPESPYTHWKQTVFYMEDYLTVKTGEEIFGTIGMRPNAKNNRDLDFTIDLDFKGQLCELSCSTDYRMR
TCR CD3 inh = blocks the human TCR-CD3 interaction. TAMRA-labeled TCR probe fluorescence, biochemical. inhibition, % at 9.4 µM. hit rate 0.37% among 360,000. AID 651800; in the data active = inhibition above about 19%;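 note: recombinant mutant TCR 2C K166C tagged with TAMRA read by polarization; 0% = receptor in buffer alone and 100% = receptor with positive control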
KLK7 zymogen act = activates the human kallikrein-7 zymogen. P49862. AID 652039. activation, % at 7 µM. purified proKLK7, EDANS-DABCYL substrate fluorescence; 100% is mature enzyme control, 0% vehicle. hit rate 0.9% among 370,000;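 active = activation above the mean of all tested compounds plus 3 SD, computed per campaign excluding outliers beyond control limits, cut at about 13% in these data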
Target sequence (P49862 whole entry, looked up): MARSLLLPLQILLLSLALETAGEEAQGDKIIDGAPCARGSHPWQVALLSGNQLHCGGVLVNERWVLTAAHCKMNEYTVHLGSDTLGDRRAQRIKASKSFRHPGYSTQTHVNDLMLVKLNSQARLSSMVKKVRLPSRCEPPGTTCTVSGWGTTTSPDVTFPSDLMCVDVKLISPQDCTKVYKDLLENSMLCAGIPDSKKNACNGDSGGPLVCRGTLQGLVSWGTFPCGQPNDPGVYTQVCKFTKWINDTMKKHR
MBD2 DNA inh = MBD2-methylated oligo binding inhibition; Q9UBB5; TR-FRET, MBD2 binding to methylated oligonucleotide; inhibition, % at 4.4 µM; hit rate 0.31% among 370,000; AID 686964; in the data active = inhibition above about 13%
UHRF1 binding = blocks human UHRF1 binding to methylated DNA; Q96T88; UHRF1 binding to methylated oligo, TR-FRET; inhibition, % at 4.4 µM; hit rate 0.75% among 370,000; AID 687016; in the data active = inhibition above about 21%;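 note: UHRF1 SRA domain binding a hemimethylated CpG hairpin DNA probe; 0% = median of test compound wells and 100% = reference inhibitor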
LEDGF integ inh = blocks HIV-1 LEDGF/p75-dependent DNA integration; TR-FRET IN-LEDGF/p75 DNA integration, Eu/Cy5; inhibition, % at 3.7 µM; hit rate 0.64% among 370,000; AID 743269;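 active = inhibition above the screen-wide mean plus 3 SD, cut at about 13% in these data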;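 note: signal is the Cy5 over europium emission ratio at 671 and 618 nm; 0% = plate median of compound wells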
Active calls of the source: *; / = not tested or not shown.

SMILES	SIAE inh	DDE Tn7 FP inh	TDP2 absorb	DDE Tn6 FP inh	PRMT1 inh	TCR CD3 inh	KLK7 zymogen act	MBD2 DNA inh	UHRF1 binding	LEDGF integ inh
CS(=O)(=O)N(CC(=O)N1CCCCCC1)c1cccc([N+](=O)[O-])c1	-0.9	1.9	-1.2	5.2	-2.6	9.1	0.2	-1.3	0.6	5.3
Cc1cccc(C)c1OCC(=O)Nc1ccncc1	-0.6	2.5	-5.3	-9.0	0.7	-0.8	-0.6	3.2	1.4	-4.8
Cc1cc(N2CCN(C(=O)c3ccco3)CC2)n2nc(-c3cccc(Cl)c3)cc2n1	-11.8	-0.7	-0.2	-1.5	5.0	-2.6	-4.7	1.3	1.9	0.6
Cn1nc(C(F)(F)F)c(-c2cccc(C(F)(F)F)c2)c1NC(=O)c1nccnc1C(=O)O	3.1	-0.4	0.9	3.8	0.9	4.8	-0.2	-1.4	-0.8	1.1
O=C(NCC1COCCO1)c1cc(COc2c(F)cccc2F)on1 (centres undefined)	-0.5	5.1	-2.6	7.7	2.5	-6.3	-0.4	4.2	0.4	-3.1
COCC1CCN(C(=O)C2CCN(c3nc(-c4ccccc4)nc4c3CCC4)CC2)C1 (centres undefined)	-7.7	0.7	-3.4	-2.1	-0.6	-2.8	-0.3	-0.6	2.2	-11.2
Cc1cc(C)c(C(=O)COC(=O)c2cccc(S(=O)(=O)NCc3ccccc3)c2)cc1C	-23.9	2.2	0.3	2.2	-0.9	1.1	-0.2	-4.7	3.0	4.3
COc1cc2c(cc1OC)CN(C(=O)Nc1ccccc1)CC2	0.9	-5.4	4.7	-1.7	-3.5	4.3	5.3	3.5	-4.2	3.9
N#CCC(=O)NNC(=S)Nc1ccccc1C(F)(F)F	8.8	3.1	4.2	2.5	-2.1	2.4	-0.3	-3.3	-6.5	5.9
CCCN(CC(=O)Nc1ccccc1Br)CC(=O)Nc1ccc(F)c(F)c1F	-3.4	5.4	6.1	0.5	1.2	-6.5	0.2	5.5	1.6	-3.3
CCOC(=O)c1c(C)nc2c(c1-c1ccccc1)C(=O)CCC2	-2.9	-0.3	0.8	2.8	-0.5	3.2	0.5	-4.0	-2.7	-3.5
Cc1ccc(S(=O)(=O)N2CCN(c3nc(CN4CCCC4)nc4sc(C)c(C)c34)CC2)cc1	-13.7	1.7	-15.0	3.6	-2.6	4.1	-0.8	-1.6	1.1	2.6
O=C(NCc1ccccc1Cl)C(=O)NCC1OCCN1S(=O)(=O)c1cccs1 (centres undefined)	-2.2	-0.6	-5.2	3.0	2.4	-2.2	-0.7	3.3	-0.2	-1.0
COc1ccc(S(=O)(=O)N2CCC(C(=O)NCCC(=O)Nc3ccc(Cl)cc3)CC2)cc1	-3.0	6.8	1.3	0.3	0.3	1.4	0.8	1.6	-0.6	2.9
CCC(C)NC(=O)c1c(N)n(/N=C/c2cccnc2)c2nc3ccccc3nc12 (centres undefined)	1.7	-6.5	1.2	-10.7	1.6	-3.7	0.3	0.6	-3.5	3.0
COc1ccc2c(c1)CNC2CS(=O)(=O)NC1CCCC1 (centres undefined)	5.4	0.1	-3.5	0.9	6.8	/	0.1	-4.9	-9.2	-2.1
Cc1cc(C(=O)N2CCN(C/C=C/c3ccccc3)CC2)no1	3.7	4.6	11.6	-1.6	1.0	2.1	0.1	-0.7	0.9	-3.2
S=C(NCc1ccncc1)Nc1ccc(Cl)cc1	2.9	1.4	12.5	4.0	-1.2	8.8	0.4	1.5	1.2	2.2
COc1cc2[nH]c(=S)nc(NCCc3ccc(S(N)(=O)=O)cc3)c2cc1OC	8.1	2.2	8.5	1.2	7.2	-2.5	-0.1	-5.3	1.7	0.1
COc1ccc(OC)c(S(=O)(=O)N2CCC3(CC2)OCCN3S(=O)(=O)c2ccccc2)c1	0.5	-8.1	5.3	0.8	-1.4	-3.3	0.1	0.3	-0.4	-3.2
CCOC(=O)C1CCCN(C(=O)c2cc(=O)c3ccccc3o2)C1 (centres undefined)	2.8	0.0	3.4	7.6	-1.8	1.7	0.5	-3.8	-1.9	1.4
COc1ccc(C(=O)C2CCCN(C(=O)/C=C/c3cnc[nH]3)C2)c(C)c1 (centres undefined)	-2.4	3.6	9.7	9.3	2.1	4.7	0.1	-2.5	0.1	0.4
O=C(Nc1ccc2c(c1)OCCO2)C(C1CC1)N1CCN(c2ccc(C(F)(F)F)cn2)CC1 (centres undefined)	3.5	-2.3	-0.4	-6.3	-3.5	-0.6	0.0	3.1	-0.9	1.4
CC(=O)Nc1cccc(NC(C)=O)n1	3.9	8.7	6.9	12.1	0.2	2.4	0.0	3.2	0.6	-1.0
Cc1cc(OC[C@@H](O)CN2CCC(C(O)(c3ccccc3)c3ccccc3)CC2)ccc1Br	-10.3	-6.9	0.5	-6.0	1.1	/	-0.5	-3.7	-0.1	-0.5

Next entries:
SMILES	SIAE inh	DDE Tn7 FP inh	TDP2 absorb	DDE Tn6 FP inh	PRMT1 inh	TCR CD3 inh	KLK7 zymogen act	MBD2 DNA inh	UHRF1 binding	LEDGF integ inh
O=C(CCCO)N/N=C/c1cc(Br)ccc1O	-6.5	-1.5	0.1	4.0	0.5	-4.0	-80.5	4.7	7.8	-5.4
Cc1ccc(N(CN2C(=O)c3ccccc3C2=O)C(=O)c2ccc([N+](=O)[O-])cc2[N+](=O)[O-])cc1	1.6	-3.9	-4.2	-3.0	-0.5	7.5	0.0	-2.4	-0.4	4.8
CC(=O)Nc1cccc(-c2cc(-c3c(Cl)cccc3Cl)no2)c1	-11.6	-3.7	-6.8	-0.3	-0.4	-5.0	0.2	-2.3	-1.7	4.3
O=C1NC[C@H](Cc2ccc(O)cc2)N(C[C@@H]2CCCN2C[C@H](Cc2ccccc2)N2C[C@H](Cc3ccccc3)N(CCc3ccccc3)C(=O)C2=O)C1=O	-1.9	-4.6	-4.8	-2.3	-0.7	-1.5	0.6	-0.4	4.9	-1.6
Cc1ccc(-c2nn(-c3ccccc3)cc2NC(=O)c2ccccc2)cc1	-13.8	-0.7	1.0	-1.0	3.0	1.9	-0.2	-1.1	-1.0	-0.4
COc1ccc(C2CC(=O)C(c3cc(OC)c(OC)c(OC)c3)=CN2Cc2ccccc2)cc1 (centres undefined)	1.6	-5.0	1.6	-0.8	-1.8	0.1	-0.6	1.7	2.5	2.6
Clc1ccc(C=NC23CN4CN(CN(C4)C2)C3)cc1	1.0	-3.7	-4.6	-5.6	-0.8	0.7	0.7	-2.6	1.7	-0.9
O=C(CSc1nc(O)cc(=O)n1-c1ccccc1)Nc1ccccn1	-0.1	-7.5	-0.2	1.9	9.4	-0.3	-0.2	-1.0	3.6	1.5
Cc1cccc(NC(=O)C2CCN(S(=O)(=O)c3cccc4cccnc34)CC2)c1	1.2	-3.3	-1.8	-4.5	-1.1	-3.7	-0.6	-0.7	-1.2	-3.5
COC(=O)CC#N	5.5	1.4	11.6	4.3	3.1	3.5	-0.7	-0.5	-0.3	-3.0
O=c1c(Cc2ccccc2)c(O)nc2n1CCCS2	-1.7	2.4	-16.4	6.2	-0.2	-9.9	-0.3	-3.6	6.7	-0.9
O=C(Nc1ccc(NC(=O)c2cccs2)c(Cl)c1)c1cccs1	-14.9	-8.4	1.2	-2.9	-1.2	-5.2	0.1	-1.8	0.6	0.0
Cc1ccccc1C(=O)c1cccn1CC(=O)N1CCCCCC1	0.3	-0.7	8.1	-0.6	-0.5	1.9	0.3	1.0	-0.3	0.0
CCOC(=O)C1CCN(C(=O)C2c3ccccc3C(=O)N(C)C2c2ccc(OC)cc2)CC1 (centres undefined)	-0.5	-7.5	2.1	1.6	-0.5	4.5	0.4	-4.1	-1.3	-2.4
S=C(NCCc1ccccc1)NC1CCCCCC1	-4.5	9.5	6.2	0.7	-2.3	-3.0	-0.3	0.0	-3.4	-1.2
COCCN1C(=O)N(c2cccc(C)c2)C(=O)C1CC(=O)Nc1cc(OC)cc(OC)c1 (centres undefined)	-2.1	13.1	4.6	0.2	2.7	-2.1	-0.1	-2.2	-2.0	0.1
Cc1ccc2cc(CCNC(=O)c3cc4ccccc4o3)c(=O)[nH]c2c1C	2.1	-3.8	-1.7	4.3	0.2	1.6	0.9	-4.7	1.9	2.2
Cc1ccccc1-n1nnc2c(=O)oc3ccccc3c21	-3.7	-1.5	-7.6	4.5	0.5	7.7	-0.2	5.4	2.0	1.4
Cc1c(C(=O)NCCC#N)sc(=O)n1Cc1ccc(C(=O)N(C)C)cc1	-3.7	-0.2	-7.9	1.5	3.1	1.9	-0.6	3.0	-0.8	32.0*
Cn1c(=O)c([N+](=O)[O-])c(N2CCSCC2)c2ccccc21	7.5	-6.6	9.0	7.5	-5.3	3.8	-0.6	1.1	-0.7	0.3
CCN1CCN(c2ccc(N3CCN(S(=O)(=O)c4ccc(C)c([N+](=O)[O-])c4)CC3)nn2)CC1	-1.9	-8.9	8.4	1.4	-0.8	-0.2	0.8	-8.0	-0.6	-0.8
O=C(NCCCn1ccnc1)c1ccc(S(=O)(=O)N2CCOCC2)cc1	3.1	-3.3	1.4	3.9	5.0	-3.8	-1.1	-0.6	1.2	-0.1
COc1cc2c(cc1OC)CN(c1ccc([N+](=O)[O-])cc1C#N)CC2	-4.2	4.4	-0.9	-1.9	-0.3	11.2	-0.2	-7.4	-2.9	4.3
CC(=O)Nc1ccc(S(=O)(=O)NC2C3(C)CCC(C3)C2(C)C)cc1 (centres undefined)	-7.2	-3.2	7.7	3.6	-3.8	-0.2	-0.5	-2.7	-1.2	0.3
Cc1ccccc1OCCSc1nc(N(C)C)nc(N(C)C)n1	2.0	5.7	-3.0	-2.2	-5.1	5.7	0.1	-6.0	0.2	2.1
CC(C)C(=O)N1CCCC1(C)C(=O)Nc1cccc(Oc2ccccc2)c1 (centres undefined)	-5.4	1.7	-13.1	1.6	-4.7	4.5	0.0	0.1	1.4	2.1
CC1CCC(NC(=O)c2cc(Cl)nc3ccccc23)CC1 (centres undefined)	3.8	-3.1	-2.1	-1.1	0.7	-12.8	-0.1	-1.3	3.0	-1.9
O=C(c1ccc(S(=O)(=O)Nc2ccccc2F)cc1)N1CCN(c2ccccc2O)CC1	4.8	12.3	7.0	5.3	1.6	5.8	-0.7	2.7	-0.6	2.4

Full records, looked up by structure:
Cc1ccccc1-n1nnc2c(=O)oc3ccccc3c21 reads SIAE inh: -3.7; DDE Tn7 FP inh: -1.5; TDP2 absorb: -7.6; DDE Tn6 FP inh: 4.5; PRMT1 inh: 0.5; TCR CD3 inh: 7.7; KLK7 zymogen act: -0.2; MBD2 DNA inh: 5.4; UHRF1 binding: 2.0; LEDGF integ inh: 1.4
Cc1c(C(=O)NCCC#N)sc(=O)n1Cc1ccc(C(=O)N(C)C)cc1 reads SIAE inh: -3.7; DDE Tn7 FP inh: -0.2; TDP2 absorb: -7.9; DDE Tn6 FP inh: 1.5; PRMT1 inh: 3.1; TCR CD3 inh: 1.9; KLK7 zymogen act: -0.6; MBD2 DNA inh: 3.0; UHRF1 binding: -0.8; LEDGF integ inh: 32.0*
